ELG1 genotox: inducers of genotoxicity in HEK293T ELG1-luciferase cells. 330,000 tested, 1.3% active. HEK293T ELG1-luciferase reporter, luminescence, 16 h. Potency, µM (highest dose often 46 µM), inactives show at the top dose activity change, positive = activation, actives largely listed as activators; further: potency means the concentration at half of the fitted maximal effect; % of control where 0% means no effect; nearly all actives have a fitted effect of over 60% in size
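Genotoxic stress is detected as increased luminescence from luciferase-tagged ELG1 in HEK293T cells, measured with ONE-Glo after a 16 hr treatment at 37 °C.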
ELG1 repair inh: inhibitors of ELG1-dependent DNA repair in HEK293T cells; HEK293T ELG1-luciferase reporter, luminescence, 16 h; DNA damage induced by 5-fluorouridine; Potency, µM (top dose mostly 46.1 µM), without a hit: top-dose activity change, negative = inhibition, hits mostly inhibitors; 330,000 tested, 2.3% active; AID 504467; further: potency means the concentration at half of the fitted maximal effect; on the % scale 0 is the no-effect control and ±100 the full control effect; nearly all actives have a fitted effect of over 55% in size
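In this reporter screen, reduction of luminescence relative to DMSO vehicle indicated activity. Compounds and 5-fluorouridine were added together to 2,000 cells per well, incubated for 16 hr at 37 °C, then developed with ONE-Glo.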
TRPV1 agonist: activates the human vanilloid receptor TRPV1 | TRPV1-expressing cells, Fluo-8 calcium influx, agonist mode | activation, % at 8.33 µM | AID 540275 | Q8NER1 | 320,000 tested, 0.19% active; in the data active means activation above about 80%; inconclusive means between about 30% and that limit; further: 0% is about no effect
Target sequence (Q8NER1 whole entry, looked up): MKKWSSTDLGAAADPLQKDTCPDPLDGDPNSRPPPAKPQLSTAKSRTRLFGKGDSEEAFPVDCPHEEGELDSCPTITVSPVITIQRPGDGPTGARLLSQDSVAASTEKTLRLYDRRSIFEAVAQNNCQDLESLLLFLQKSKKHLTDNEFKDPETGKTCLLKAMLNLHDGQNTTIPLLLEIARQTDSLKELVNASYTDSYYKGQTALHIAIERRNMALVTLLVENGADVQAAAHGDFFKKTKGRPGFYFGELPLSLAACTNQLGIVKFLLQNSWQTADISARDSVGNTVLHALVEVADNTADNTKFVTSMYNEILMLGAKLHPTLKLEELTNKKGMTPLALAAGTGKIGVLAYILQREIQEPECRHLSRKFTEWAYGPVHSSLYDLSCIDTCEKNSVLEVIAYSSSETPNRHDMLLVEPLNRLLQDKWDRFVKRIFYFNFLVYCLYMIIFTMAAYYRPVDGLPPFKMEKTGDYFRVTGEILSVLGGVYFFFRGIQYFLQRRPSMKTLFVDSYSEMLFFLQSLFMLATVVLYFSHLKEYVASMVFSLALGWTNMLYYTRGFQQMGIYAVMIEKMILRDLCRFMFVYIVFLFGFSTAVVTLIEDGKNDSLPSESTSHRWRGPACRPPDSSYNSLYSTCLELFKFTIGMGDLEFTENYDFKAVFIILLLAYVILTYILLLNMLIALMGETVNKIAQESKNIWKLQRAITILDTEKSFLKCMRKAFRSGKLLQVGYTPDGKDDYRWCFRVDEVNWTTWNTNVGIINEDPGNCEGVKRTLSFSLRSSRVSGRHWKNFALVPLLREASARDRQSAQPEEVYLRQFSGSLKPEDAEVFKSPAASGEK
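Cells expressing TRPV1 were dye-loaded with Fluo-8 and read kinetically: 10 s baseline, 3 min after compound (agonist portion), then 2 min after EC20 capsaicin (allosteric enhancer portion). Calcium-bound dye fluorescence at 480/520 nm.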
NPC1 prom act: activates the NPC1 promoter; Potency, µM (top dose mostly 9.22 µM), inactives show at the highest dose activation, hits mostly activators; 320,000 tested, 2.4% active; Huh7 NPC1 promoter luciferase reporter, 24 h;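 further: potency means the concentration at half of the fitted maximal effect; % of control where 0% means no effect; nearly all actives have a fitted effect of over 60% in size; reporter is driven by a mutant NPC1 promoter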
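Stably transfected Huh7 (NPC1 promoter→luciferase), 1500 cells/well in Opti-MEM + 10% FBS, 2 h settle, then compound 24 h at 37 °C. Luminescence after 10 min with Amplite reagent.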
FLuc modulator: inhibits or activates purified firefly luciferase, miR-21 counter-screen; P08659; purified FLuc, Km substrates, luminescence inhibition; Potency, µM (titrated, usually from 57.5 µM), inactives show at the top dose activity change, negative = inhibition, hits mostly inhibitors; 360,000 tested, 6.9% active; AID 588342;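 further: potency means the concentration at half of the fitted maximal effect; plate controls were vehicle for no effect and reference inhibitor for full effect; nearly all actives have a fitted effect of over 55% in size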
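Purified P. pyralis luciferase (10nM final) with 10uM D-luciferin and 10uM ATP (Km levels) in 50mM Tris acetate pH 7.5, 10mM Mg acetate, 0.01% Tween-20, 0.05% BSA; qHTS 6-point titration, ~60 µM downward; luminescence read.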
BRCA1 expr act: BRCA1 expression activation | MCF7-BRCA1-FFLuc reporter, luminescence, 48 h; response scale: scaled: vehicle 0%, 10 µM genistein 100% | Potency, µM (highest dose often 46.1 µM), without a hit: at the highest dose activation, hits mostly activators | 380,000 tested, 1.1% active | AID 624202; further: potency means the concentration at half of the fitted maximal effect; nearly all actives have a fitted effect of over 80% in size; some results filed as inactive show a strong effect at the top dose
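Luminescence from a BRCA1-driven firefly luciferase in MCF7 cells was read after 48 h compound exposure at 37 C. Data normalized against DMSO and a 10microM genistein activation control, then curve-fitted across the titration.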
p53 reactivation: re-activators of mutant p53; H1299 p53-A138V BP100-luciferase reporter, luminescence, 24 h; Potency, µM (highest dose often 92.2 µM), for inactives: at the top dose activity change, positive = activation, actives largely listed as activators; 320,000 tested, 0.063% active; further: potency means the concentration at half of the fitted maximal effect; % of control where 0% means no effect; nearly all actives have a fitted effect of over 45% in size
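p53-null H1299 cells stably carrying temperature-sensitive p53-A138V and a BP100-luciferase reporter were pinned with compounds (4-point, 1:5 series) and held 24 hrs at 37 deg C. Luminescence was read 10 min after detection reagent.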
Gal4-VP16 FLuc: Gal4-VP16 reporter inhibition counter-screen. Drosophila S2 Gal4-VP16 UAS-luciferase, luminescence, 20 h. Potency, µM (titrated, usually from 53.6 µM), inactives show at the highest dose activity, negative = inhibition, most hits filed as inhibitors. AID 2546. 310,000 tested, 3.5% active;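 further: Gal4-VP16 expression switched on by copper sulfate through the metallothionein promoter; potency means the concentration at half of the fitted maximal effect; on the % scale 0 is the no-effect control and ±100 the full control effect; nearly all actives have a fitted effect of over 50% in size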
RORg inh: ROR gamma (mouse) transcription inhibition | Drosophila S2 Gal4-RORgamma UAS-luciferase reporter, 20 h | Potency, µM (titrated, usually from 53.6 µM), for the others: top-dose activity change, negative = inhibition, most hits filed as inhibitors | 310,000 tested, 5.4% active | AID 2551; further: potency means the concentration at half of the fitted maximal effect; on the % scale 0 is the no-effect control and ±100 the full control effect; nearly all actives have a fitted effect of over 60% in size
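A Gal4/UAS one-hybrid system in insect cells: metallothionein-promoter Gal4–ROR gamma fusion plus Photinus luciferase reporter. Copper sulfate 700 uM final, 20 hr ambient incubation, luminescent detection after 10 min with reagent.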
Tb PFK inh: blocks T. brucei phosphofructokinase | O15648 | 330,000 tested, 0.17% active | AID 485367 | T. brucei PFK, ADP-Glo luminescence | Potency, µM (doses to about 57.5 µM), for the others: at the highest dose activity, negative = inhibition, usual class: inhibitors;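 further: potency means the concentration at half of the fitted maximal effect; 0% = uninhibited 1x PFK enzyme wells and -100% = no-enzyme wells; nearly all actives have a fitted effect of over 60% in size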
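1.25 nM PFK with 0.5 mM F6P and 0.1 mM ATP in 0.1 M TEA pH 8.0, 5 mM MgCl2, incubated 45 min at room temperature; ADP measured by ADP-Glo luminescence; compounds titrated up to 57 uM.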
Rab9 promoter act: Rab9 promoter activation; 320,000 tested, 2.8% active; AID 485297; Huh7 Rab9 promoter-luciferase reporter, luminescence, 24 h; Potency, µM (titrated, usually from 9.22 µM), inactives show top-dose activation, negative = inhibition, actives largely listed as activators; further: potency means the concentration at half of the fitted maximal effect; % of control where 0% means no effect; nearly all actives have a fitted effect of over 60% in size
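Rab9 promoter-driven luciferase in stably transfected Huh7 cells; 1500 cells/well rested 2 h, exposed to compound in DMSO for 24 h at 37 °C, 5% CO2. Luminescence read 10 min after adding luciferase reagent at ambient temperature.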
An asterisk follows results filed as active; ? = inconclusive; nt = not tested or not shown; [ ] = remark or other dose. Unless noted, the call rests on the fitted dose curve; in most records, active means well fitted curve in the direction sought with a large enough effect; inconclusive means small, poorly fitted or top-dose-only effect, or another doubt; inactive means no such curve, though single readings can be large; an effect the other way counts as inactive or inconclusive. An unsorted share of the library; about 15% have a hit in one of these screens.

SMILES,Rab9 promoter act,ELG1 repair inh,ELG1 genotox,NPC1 prom act,Gal4-VP16 FLuc,RORg inh,FLuc modulator,BRCA1 expr act,TRPV1 agonist,Tb PFK inh,p53 reactivation
O=C(CNS(=O)(=O)c1ccccc1)Nc1ccc2c(c1)OCO2,20.4%,-1.2%,-2.5%,3.4%,15.6%,3.1%,-2.6%,22.9%,2.7,4.7%,9.3%
O=C(NCc1ccco1)c1sc2cc(F)ccc2c1Cl,28.5%,?,11.5%,19.8%,-14.3%,19.7%,15.1µM*,12.6µM*,-1.2,-0.4%,28.5%
CCc1ccc(NC(=O)c2cc(-c3cccs3)on2)cc1,-0.5%,?,10.4%,-1.8%,-3.4%[10 µM],24.7%,?,?,2.4,-2.3%,28.6%
OCCN1CCN(CC/C=C2/c3ccccc3Sc3ccc(C(F)(F)F)cc32)CC1,-43.9%[inhibitor][46.1 µM],7.8%,?,-33.6%[inhibitor][46.1 µM],?,?,0.7%,-17.8%,1.5,-8.8%,-1.1%
CCOC(=O)c1nn(-c2ccc([N+](=O)[O-])cc2)cc1O,-4.8%,?,8.5%,-1.7%,4.6%,12.6%,?,0.0%,2.4,5.0%,9.2%
CCCc1nc(SCC(=O)N2CCOCC2)c2c(C)c(C)sc2n1,6.6%,?,0.2%,-2.7%,-8.1%,4.3%,1.0%,-14.2%,21.0,1.2%,-5.7%
N#Cc1ccccc1NC(=O)C1CC(=O)N(c2ccc3c4c(cccc24)CC3)C1 (stereo not given),-1.7%,-20.2%,0.5%,-1.3%,-27.9%,?,1.2%,-11.8%,0.6,0.4%,4.8%
Fc1ccccc1/C=N/n1cnnc1,-4.7%,12.5%,-1.1%,-1.7%,nt,6.1%[0.365 µM],6.1%,6.1%,-0.1,-3.6%,-3.9%
Cc1ccccc1CNC(=O)C1CCN(c2nnc(N3CCCC3=O)s2)CC1,7.8%,3.4%,2.2%,-1.6%,-0.3%,-12.9%,-1.7%,-0.4%,-3.0,-2.3%,nt
Cc1noc(C)c1N=Nc1ccc(Br)cc1C(=O)O,1.3%,?,-0.2%,-3.5%,-12.3%,-2.9%,?,-1.6%,1.2,6.3%,-1.9%
O=C(NCCN1CCOCC1)N1CCOCC1,0.6%,6.2%,0.2%,1.8%,8.0%,-12.1%,-0.1%,-0.1%,0.3,1.2%,-2.9%
Cn1c(=O)n(C)c2cc(NC(=O)CSc3nc4ccccc4c(=O)[nH]3)ccc21,6.2%,?,?,0.0%,-1.2%,-0.3%,?,-45.2%,-4.7,1.9%,7.0%
Cc1ccc(-c2ccc(C3C(C#N)=C(N)Oc4n[nH]c(C)c43)o2)cc1 (stereo not given),3.2%,?,-2.1%,8.7%,11.2µM*,30.3%,?,-0.1%,1.8,?,-11.2%
CCn1ncc(/C=C2/SC(=S)NC2=O)c1C,1.7%,-2.5%,-1.0%,1.4%,-6.2%,16.9%,15.1µM*,17.0%,0.2,15.0%,20.5%
CCCNC(=O)c1ccccc1NC(=O)c1ccccc1N(C)S(C)(=O)=O,-5.0%,2.4%,3.1%,-2.8%,-16.1%,4.9%,1.0%,-9.8%,1.1,8.1%,-2.8%
CCOc1cccc(C(=O)Nc2cccc(C(=O)NCC(C)C)c2)c1,-2.8%,?,-3.4%,1.3%,-13.2%,36.6%,?,-41.4%,0.9,4.1%,-3.8%
CCCCNC(=O)c1cc(C)nn1-c1ccccc1,0.7%,2.4%,-1.6%,-4.3%,-3.6%,22.3%,-0.2%,-0.8%,0.8,3.6%,-2.3%
Cn1ccnc1SCC(=O)c1c(N)n(C)c(=O)n(C)c1=O,nt,?,0.2%,nt,nt,nt,nt,-8.1%,nt,0.8%,?
Cc1cc(C)cc(C(=O)NC(CC(N)=O)c2ccc(NC3CCCCCCCCCCC3)c([N+](=O)[O-])c2)c1 (stereo not given),-1.2%,?,-1.0%,0.4%,-0.6%,-8.7%,0.3%,-6.6%,-3.6,-1.6%,5.7%
Cc1ccc(OCc2nc(C#N)c(N3CCN(Cc4ccccc4)CC3)o2)cc1,-1.4%,-1.4%,-4.3%,-2.3%,3.0%,?,3.0%,-21.1%,9.8,-6.3%,6.1%
CCC1CCCCN1CCCNC(=O)Cn1nc(-c2ccccc2)ccc1=O (stereo not given),8.6%,3.8%,-2.5%,-4.9%,-6.5%,-18.7%,-1.8%,17.3%,-1.6,-1.5%,-6.4%
N#Cc1c(N)c(C(=O)c2ccc(Cl)cc2)n2c1CCC2,2.8%,-19.8%,2.1%,-2.3%,-4.1%,-9.9%[10 µM],0.3%,-26.4%,-2.9,0.6%,-4.4%
COc1ccc(CNC(=O)c2cc3cccc(OC)c3oc2=N)cc1,4.6%,-0.7%,?,-2.5%,-9.1%,-17.8%,-3.5%,-22.3%,15.5,1.8%,?
CC(C)[C@H](NC(=O)c1ccc(Cl)c([N+](=O)[O-])c1)C(=O)NCc1ccc(Cl)cc1Cl,-10.0%,-1.5%,-1.6%,-2.5%,-28.8%,-0.3%,3.9%,-35.2%,-3.0,-0.7%,6.1%
COC(=O)c1sc2nc(SCc3ccccc3C)n(N)c(=O)c2c1C,-10.1%,22.4%,3.8%,-0.7%,-9.0%,-1.2%,-1.3%,-7.7%,-2.8,1.1%,-5.3%
CC(=O)Nc1ccc(S(=O)(=O)Nc2ccc(-c3ccc4nnc(C)n4n3)cc2)cc1,-0.7%,20.0%,15.7%,-4.0%,-4.2%,-3.1%,6.6%,-1.6%,2.2,-3.0%,-1.2%
Cc1ccc(NC(=O)NNC(=O)c2sccc2-n2cccc2)cc1,-1.9%,-6.8%,-2.9%,-1.2%,-1.7%,0.8%,-16.5%,-28.0%,-2.8,-2.1%,-6.5%
FC(F)Oc1ccc(NC(=S)NCc2nc3ccccc3[nH]2)cc1,4.2%,-13.0%,0.3%,0.3%,-20.6%,-42.9%,-7.3%,-32.9%,-1.5,2.8%,14.3%
O=C(COC(=O)C12CC3CC(CC(O)(C3)C1)C2)NC12CC3CC(CC(C3)C1)C2,-6.6%,-4.3%,2.2%,-1.9%,4.0%,-1.1%,-1.7%,-15.8%,3.0,-4.4%,-4.2%
O=S(=O)(NC1CC1)c1ccc(S(=O)(=O)N2CCN3CCCC3C2)cc1 (stereo not given),4.5%,-4.8%,0.9%,1.9%,-2.9%,4.5%,0.5%,13.0%,1.7,-4.5%,-2.8%
CCC(Oc1ccccc1)C(=O)O/N=C(\N)c1ccc(OC)c(OC)c1 (stereo not given),-1.7%,-7.0%,1.7%,-3.6%,4.0%,36.0%,-1.8%,6.9%,1.5,-2.3%,6.0%
COc1ccc(NC(=O)NCc2cccnc2)cc1OC,-5.3%,12.1%,4.3%,1.4%,-11.8%,0.8%,4.8%,-12.0%,2.8,-6.1%,6.5%
COc1ccc(N2CCN(c3ccc(NC(=O)/C=C\C(=O)O)cc3)CC2)cc1,10.7%,-0.6%,-3.2%,-3.7%,-1.6%,2.0%[1.91 µM],?,0.0%,0.4,0.3%,nt
Cc1ccc(CN2C(=NC(=O)CCC(=O)O)SC3CS(=O)(=O)CC32)cc1 (stereo not given),-0.6%,18.2%,2.7%,-2.2%,-0.4%,0.4%,0.7%,0.0%,3.7,1.5%,-1.7%
CCc1ccc2c(c1)C1(NN=C(c3ccc(C)cc3)S1)C(=O)N2 (stereo not given),-1.6%,?,?,-2.1%,3.55µM*,3.98µM*,26.9µM*,-95.3%,-0.7,-2.2%,?
O=C(/C=C/c1cccc([N+](=O)[O-])c1)Nc1ccccc1N1CCOCC1,0.8%,?,-2.7%,-1.7%,-2.6%,-1.1%,-1.5%,-1.8%,10.1,0.1%,-9.0%
O=C(c1ccccc1Cl)N1CCN(S(=O)(=O)N2CCCCC2)CC1,-2.7%,3.3%,-2.0%,-5.9%,2.4%,-9.1%,0.4%,-3.1%,-6.8,2.1%,1.1%
COc1cnc(-c2ccccn2)nc1Sc1ccc(Cl)cc1,0.2%,0.366µM*,-9.0%,-3.3%,5.62µM*,5.62µM*,-1.8%,3.8%,2.4,-2.3%,-0.8%
O=C(Nc1cnn(Cc2ccc(Cl)cc2)c1)c1cnccn1,0.2%,12.3%,10.5%,-3.9%,nt,-24.2%[0.365 µM],-2.1%,-2.3%,12.4,?,6.0%
Cc1ccc2c(c1)c1nc3ccccc3nc1n2C,2.6%,?,?,2.0%,-9.1%,-18.6%,6.75µM*,31.2%,3.3,-2.7%,nt
C=CCn1c(C(C)NC(=O)CC)nc2ccccc21 (stereo not given),-3.1%,6.6%,-5.9%,-1.8%,6.4%,3.1%,-0.9%,0.0%,-2.6,-4.6%,-14.1%

Source: PubChem BioAssay
